Bioassay records as filed in PubChem.
TbMetRS inhib – Trypanosoma brucei MetRS inhibition; purified T. brucei MetRS, ATP depletion, Kinase-Glo luminescence; inhibition, % at 11.9 µM; hit rate 0.4% among 360,000; AID 624268;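 active = inhibition above a per-plate cutoff of the control wells' mean inhibition plus 3 SD, cut at about 5.5% in these data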;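 note: 0% = DMSO wells median and 100% = median of wells with control inhibitor compound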
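Assay system: T. brucei methionyl-tRNA synthetase, purified | Medium: HEPES buffer with MgCl2, KCl, DTT, spermine, BSA, pyrophosphatase | Compound: 11.9 µM single point | Incubation: 15 min enzyme-compound preincubation, 2 h reaction, 10 min detection, 25 °C | Measured by: Kinase-Glo luciferase luminescence reporting remaining unconsumed ATP | Measure: % inhibition normalized to control-well medians | Replication: Singlicate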
MsrA inhibitor – inhibits bovine methionine sulfoxide reductase A | purified bovine MsrA, absorbance read-out | inhibition, % at 15.5 µM | hit rate 0.75% among 360,000; in the data active = inhibition above about 4.5%;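 note: 0% = vehicle wells with enzyme and 100% = reference inhibitor wells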
FAS-TE inh – FAS thioesterase (human) inhibition; AID 602261; hit rate 0.67% among 360,000; recombinant FAS-TE, OMFH fluorogenic substrate, fluorescence endpoint; P49327; inhibition, % at 15 µM;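 active = compounds whose normalised, plate-corrected inhibition of enzyme fluorescence in the single-dose primary screen is 50% or more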;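 note: 0% = DMSO with enzyme and 100% = substrate without enzyme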
Target sequence (P49327 whole entry, looked up): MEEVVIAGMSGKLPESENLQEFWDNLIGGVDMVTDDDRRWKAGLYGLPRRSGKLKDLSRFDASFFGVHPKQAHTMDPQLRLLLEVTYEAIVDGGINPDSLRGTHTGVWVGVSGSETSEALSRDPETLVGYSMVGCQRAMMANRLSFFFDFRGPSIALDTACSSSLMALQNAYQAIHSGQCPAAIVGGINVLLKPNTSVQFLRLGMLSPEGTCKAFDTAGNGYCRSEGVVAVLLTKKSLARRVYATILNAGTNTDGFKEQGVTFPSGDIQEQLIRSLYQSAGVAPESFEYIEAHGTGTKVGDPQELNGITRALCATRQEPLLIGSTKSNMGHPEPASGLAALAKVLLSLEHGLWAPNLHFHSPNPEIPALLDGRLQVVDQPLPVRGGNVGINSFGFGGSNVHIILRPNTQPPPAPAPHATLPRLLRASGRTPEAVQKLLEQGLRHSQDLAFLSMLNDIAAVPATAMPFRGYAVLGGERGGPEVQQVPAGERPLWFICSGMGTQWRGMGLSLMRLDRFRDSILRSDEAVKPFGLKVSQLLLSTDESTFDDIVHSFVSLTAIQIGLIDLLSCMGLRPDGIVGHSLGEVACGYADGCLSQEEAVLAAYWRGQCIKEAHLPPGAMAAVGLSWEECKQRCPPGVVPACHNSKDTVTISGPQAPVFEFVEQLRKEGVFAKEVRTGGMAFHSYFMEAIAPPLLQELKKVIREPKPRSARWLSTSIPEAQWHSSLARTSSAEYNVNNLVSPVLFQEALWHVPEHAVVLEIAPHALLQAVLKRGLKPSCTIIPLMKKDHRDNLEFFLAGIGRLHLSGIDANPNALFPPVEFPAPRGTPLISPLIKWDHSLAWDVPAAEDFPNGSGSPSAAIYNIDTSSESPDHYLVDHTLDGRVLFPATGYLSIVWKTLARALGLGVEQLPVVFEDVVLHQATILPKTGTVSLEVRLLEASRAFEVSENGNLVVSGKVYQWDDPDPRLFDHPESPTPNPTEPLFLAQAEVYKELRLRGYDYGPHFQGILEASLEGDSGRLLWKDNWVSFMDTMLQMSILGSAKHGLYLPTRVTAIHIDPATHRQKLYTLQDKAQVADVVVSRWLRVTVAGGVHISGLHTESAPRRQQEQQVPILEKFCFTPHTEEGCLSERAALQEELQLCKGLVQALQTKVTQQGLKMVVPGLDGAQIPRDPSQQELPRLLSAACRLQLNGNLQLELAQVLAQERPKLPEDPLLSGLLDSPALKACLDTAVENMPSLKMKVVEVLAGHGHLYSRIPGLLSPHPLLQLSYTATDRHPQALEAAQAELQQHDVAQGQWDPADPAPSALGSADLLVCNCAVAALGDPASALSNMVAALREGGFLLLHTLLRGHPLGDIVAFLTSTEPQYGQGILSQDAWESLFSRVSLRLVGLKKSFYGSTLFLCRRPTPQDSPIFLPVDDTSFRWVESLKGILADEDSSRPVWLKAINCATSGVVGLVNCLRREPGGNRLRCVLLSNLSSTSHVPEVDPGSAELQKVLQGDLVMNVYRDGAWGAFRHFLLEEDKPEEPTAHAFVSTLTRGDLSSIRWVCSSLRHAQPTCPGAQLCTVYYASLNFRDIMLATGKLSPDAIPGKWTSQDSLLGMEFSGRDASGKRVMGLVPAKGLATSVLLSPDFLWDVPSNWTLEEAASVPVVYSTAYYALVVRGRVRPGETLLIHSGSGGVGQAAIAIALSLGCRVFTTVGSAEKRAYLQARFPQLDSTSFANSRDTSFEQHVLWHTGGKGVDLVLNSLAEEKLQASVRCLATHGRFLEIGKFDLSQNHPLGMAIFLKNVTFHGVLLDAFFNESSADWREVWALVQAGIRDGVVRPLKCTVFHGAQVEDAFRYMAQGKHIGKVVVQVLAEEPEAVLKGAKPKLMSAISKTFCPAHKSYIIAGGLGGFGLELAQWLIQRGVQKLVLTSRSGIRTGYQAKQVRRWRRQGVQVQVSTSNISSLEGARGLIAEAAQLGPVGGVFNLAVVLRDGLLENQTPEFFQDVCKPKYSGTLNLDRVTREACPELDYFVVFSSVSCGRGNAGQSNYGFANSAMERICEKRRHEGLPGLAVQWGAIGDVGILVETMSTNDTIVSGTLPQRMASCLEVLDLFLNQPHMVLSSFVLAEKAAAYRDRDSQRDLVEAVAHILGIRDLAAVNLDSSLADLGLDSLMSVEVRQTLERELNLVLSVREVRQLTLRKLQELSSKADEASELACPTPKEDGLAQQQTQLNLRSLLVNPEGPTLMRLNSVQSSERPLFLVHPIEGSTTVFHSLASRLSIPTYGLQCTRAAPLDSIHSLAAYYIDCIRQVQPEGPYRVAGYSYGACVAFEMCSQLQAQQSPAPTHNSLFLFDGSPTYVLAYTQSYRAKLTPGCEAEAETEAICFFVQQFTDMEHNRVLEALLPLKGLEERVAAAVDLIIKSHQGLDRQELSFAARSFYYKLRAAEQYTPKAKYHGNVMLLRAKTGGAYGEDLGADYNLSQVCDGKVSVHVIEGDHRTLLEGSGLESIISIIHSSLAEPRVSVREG
Rin1 Abl inh – inhibitors of human Rin1-Abl protein interaction. P00519+Q13671. TR-FRET Rin1/Abl binding, biochemical. inhibition, % at 7.35 µM. hit rate 0.4% among 360,000. AID 588664; in the data active = inhibition above about 5%, passing the limit was not always enough
Neddylation inh – cullin neddylation inhibition; P61081+Q13564; TR-FRET cullin neddylation, biochemical; calls only at 25 µM; hit rate 0.58% among 360,000; AID 651699; in the data active = inhibition above about 36%
bovine MsrA act – activates bovine MsrA enzyme | purified bovine MsrA, absorbance read-out | activation, % at 10.6 µM | hit rate 0.3% among 360,000 | AID 602163; in the data active = activation above about 7.5%;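 note: 0% = vehicle and 100% = reference activator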
PABP1 MLLE inh – inhibitors of microRNA-mediated deadenylation, human PABP1 MLLE binding; P11940; GST-MLLE / FITC-PAM2 fluorescence polarization; inhibition, % at 20 µM; hit rate 0.36% among 360,000; AID 588489; in the data active = inhibition above about 35%, passing the limit was not always enough;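 note: plate controls were DMSO wells with GST-MLLE for no effect and wells lacking GST-MLLE protein for full effect; some results filed as inactive read as strong as hits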
E coli Lon inh – inhibits E. coli Lon protease. P0A9M0. purified E. coli Lon protease, fluorescence polarization. inhibition, % at 7.94 µM. hit rate 0.42% among 360,000; in the data active = inhibition above about 13%, passing the limit was not always enough;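 note: 0% = enzyme with probe and DMSO and 100% = no enzyme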
CSN inh – inhibitors of human CSN-mediated cullin deneddylation | inhibition, % at 12.5 µM | AID 651999 | Purified CSN, SCF-Nedd8-OG deneddylation, fluorescence polarization | hit rate 0.38% among 360,000 | Q92905;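 active = pattern-corrected inhibition above about 35%, with an unprinted fluorescence ratio check between 0.5 and 1.5, limit read from the data, passing the limit was not always enough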;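 note: 0% = enzyme with substrate and 100% = substrate without enzyme; some results filed as inactive read as strong as hits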
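test system = HEK293T-derived human Csn5 enzyme | amount = 0.24 nM Csn5 enzyme, final concentration | medium = Tris/NaCl/DTT buffer, pH 7.5 | schedule = 90 min reaction at room temperature | signal = FP | evaluation = inhibition of Csn5 cleavage, % | compound dosing = single dose of 12.5 µM compound with 0.25% DMSO | probe or stimulus = 10 nM SCFSkp2-Nedd8OG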
Active calls of the source: *; i = inactive; / = no result given; + = active, no number. Not a hit list (roughly 4% active in at least one column).

canonical_smiles | TbMetRS inhib | MsrA inhibitor | FAS-TE inh | Rin1 Abl inh | Neddylation inh | bovine MsrA act | PABP1 MLLE inh | E coli Lon inh | CSN inh
COc1cccc(NC(=O)CN(C)C(=O)c2c(C)nn(Cc3ccc(C)cc3)c2Cl)c1 | -0.2 | 1.3 | 0 | 0 | i | -3 | 6 | 11 | 3
O=C(CN1CCC(O)CC1)N1c2ccccc2C=Cc2ccccc21 | -0.5 | 0.7 | -5 | 3 | i | -4 | 3 | -10 | 1
c1ccc(CCc2ccccn2)cc1 | -0.5 | 0.9 | -1 | 3 | i | -10 | 5 | -4 | 1
CCCCCCn1nc(C(=O)N(CCCC)c2c(N)n(CCC)c(=O)[nH]c2=O)c2ccccc2c1=O | -0.1 | 0.2 | 0 | 4 | i | 1 | -7 | -10 | 2
Cc1nn2cc(-c3ccc(N)cc3)nc2s1 | -0.7 | 0.4 | -9 | -1 | i | -1 | 0 | -14 | 5
Cc1cc(C(=O)OCCN2C(=O)c3ccccc3C2=O)c2ccccc2n1 | -0.5 | 1.5 | 0 | -7 | i | -8 | -20 | -3 | -5
CCOC(=O)C1=CCC(c2ccccc2Cl)N(S(=O)(=O)c2ccc(C)cc2)C1 (configuration not stated) | -0.5 | -1.0 | 16 | 3 | i | -1 | 11 | -6 | -2
COc1ccc(N2C(=O)c3ccccc3NC23CCC(C)CC3)cc1 (configuration not stated) | 0.1 | -0.2 | -3 | 4 | + | 0 | 6 | -4 | 10
Cc1nnsc1C(=O)Nc1cccc(Cl)c1Cl | -0.8 | 0.2 | -2 | 0 | i | 0 | 7 | 3 | 2
NC(=O)c1ccc(NC(=O)CS(=O)(=O)c2cn(CC(=O)N3CCCC3)c3ccccc23)cc1 | -0.3 | 0.4 | -1 | -2 | i | -3 | 15 | -4 | -4
O=C(NCSc1ccnc(SCNC(=O)c2ccccc2)n1)c1ccccc1 | -0.1 | 1.1 | -4 | 3 | i | 11* | 34 | -4 | 22
COc1cc2c(cc1OC)C(c1ccccc1)N(C(=O)c1cccc(S(C)(=O)=O)c1)CC2 (configuration not stated) | 0.3 | -1.6 | 4 | 4 | i | -2 | -2 | 3 | 3
Cc1cc(C)c2c(c1)/C(=N\N=c1\sc3ccccc3n1C)C(=O)N2 | 1.3 | -1.5 | -12 | -1 | i | -3 | -29 | -8 | 18
O=C(C1CCCN(S(=O)(=O)c2ccc(Br)cc2)C1)N1CCN(Cc2ccccc2)CC1 (configuration not stated) | -0.3 | 2.3 | 17 | 0 | i | -2 | -2 | 3 | -1
C=CCn1c(=O)/c(=C/c2cc(OC)c(OC)c(OC)c2)s/c1=C(/C#N)c1nc2ccccc2n1C | -1.6 | -1.4 | -81 | -3 | i | -12 | 56 | 1 | -69
Cc1ccc([C@H]2C(C(=O)O)=C[C@@H](C(C)(C)C)N2S(=O)(=O)c2ccc(C)cc2)cc1 | -0.5 | 1.5 | -4 | 2 | i | 1 | -18 | 1 | -6
Cn1cnnc1SCC(=O)Nc1ccc(OCc2ccccc2)cc1 | 0.1 | 0.9 | -7 | -3 | i | -3 | -6 | 11 | 50*
Nc1nc2c(ncn2[C@@H]2O[C@H](CNCc3cnc(N4CCOCC4)nc3)[C@@H](O)[C@H]2O)c(=O)[nH]1 | -0.5 | 0.1 | -6 | 1 | i | -3 | -5 | 1 | 1
COc1ccc(C(C(=O)NC2CCCCC2)N(C(=O)CCl)c2cccc(Cl)c2)cc1 (configuration not stated) | -1.6 | 0.2 | -4 | 0 | i | -11 | -4 | -10 | 0
CN(C)C(CNC(=O)c1ccco1)c1cccs1 (configuration not stated) | -0.3 | -0.1 | -5 | 0 | i | -2 | 8 | 10 | 3
COc1ccc(C(=O)c2c[nH]c(C(=O)NCc3cccs3)c2)cc1 | 0.3 | 0.8 | -3 | 0 | i | -4 | 1 | 1 | -3
Cc1cccc(OCC(=O)NCCNC(=O)c2cccnc2)c1 | 0.5 | 0.3 | -5 | 2 | i | -1 | -13 | 5 | 0
CCOc1ccc2ccccc2c1/C=N/NC(=O)CNC(=O)c1ccccc1F | -0.4 | 1.3 | 9 | -1 | i | -1 | 3 | -3 | -4
c1ccc2c(c1)OCC(CNCC1COc3ccccc3O1)O2 (configuration not stated) | 0.6 | -0.3 | 10 | 1 | i | -2 | 5 | 4 | 0
CCOC(=O)C(C)On1c(-c2ccccc2)nc2ccc([N+](=O)[O-])cc21 (configuration not stated) | -0.2 | 2.3 | 14 | 0 | i | -2 | 15 | 4 | 4
Cc1ccc(C(=O)COC(=O)CNC(=O)c2cccs2)cc1C | -0.1 | -0.5 | 13 | 4 | i | -4 | -2 | 0 | -2
Cc1cc(C)n(CCN(C)Cc2nc(Cc3ccccc3F)no2)n1 | 0.3 | 2.5 | -6 | 0 | i | -2 | -4 | -1 | -7
CN(C)CCNC(=O)c1cc2c(s1)-c1ccc(Cl)cc1SC2 | 0.8 | 1.4 | 3 | -2 | / | -1 | 5 | 2 | 3
Cc1ccc(NCc2nnc(SCC(=O)Nc3ncc(C)s3)n2Cc2ccco2)c(C)c1 | -1.3 | -0.1 | -5 | 1 | i | -8 | -106 | -4 | -5
O=C(c1ccoc1)N1CCCC(N2CCN(c3ccc(F)cc3)CC2)C1 (configuration not stated) | -0.6 | -0.8 | -4 | 0 | i | -2 | -13 | 5 | -4
COC(=O)c1cccc(N2C(=O)c3cccnc3C2=O)c1 | -0.2 | 0.5 | -3 | -1 | i | 1 | 0 | 1 | 1
Cc1cccc2cc(CN(CCN3CCOCC3)C(=O)NCc3ccccc3)c(=O)[nH]c12 | -0.1 | 0.8 | -3 | -1 | i | 1 | -9 | -2 | 6
CCN(CC)S(=O)(=O)c1cccc(-n2c(O)c(C=Nc3ccccc3C(=O)O)c3ccccc3c2=O)c1 | -0.8 | 2.4 | -3 | -1 | i | 0 | 8 | -3 | 0
CCNC(=O)COC(=O)c1[nH]c(C)c(C(=O)OC)c1C | -0.7 | -0.9 | -5 | -4 | i | -4 | 2 | -7 | -2
C#CCNS(=O)(=O)c1ccc(F)cc1Br | -0.6 | -1.4 | -4 | 0 | i | -7 | 8 | -3 | -4
CC(NC(=O)COC(=O)CCNC(=O)c1ccco1)C12CC3CC(CC(C3)C1)C2 (configuration not stated) | -1.0 | -0.9 | 2 | 0 | i | -8 | -7 | 3 | -3
CCOC(=O)c1cc2sccc2n1CC(=O)OC(C)C | -0.7 | 1.6 | 2 | 3 | i | -9 | 8 | -1 | 3
Cc1noc(C)c1S(=O)(=O)Nc1ccc(C(=O)N2CCN(c3ccc(Cl)cc3)CC2)cc1 | 0.6 | 1.1 | 1 | -3 | i | -1 | -2 | -9 | 9
O=C(/C=C/c1ccc(Cl)cc1)Nc1nccs1 | 0.1 | 1.9 | -3 | 1 | i | -4 | 5 | 1 | 3
CCCCCCN1C[C@H](n2cc(COC(=O)c3ccccc3)nn2)[C@@H](O)C[C@@H]1c1ccc(C)cc1 | -0.5 | 1.8 | 23 | 0 | i | -3 | -7 | 0 | 3

Reformatted as labelled records: entries from further up
Structure: CC(NC(=O)COC(=O)CCNC(=O)c1ccco1)C12CC3CC(CC(C3)C1)C2 (configuration not stated)
- TbMetRS inhib = -1.0
- MsrA inhibitor = -0.9
- FAS-TE inh = 2
- Rin1 Abl inh = 0
- Neddylation inh = i
- bovine MsrA act = -8
- PABP1 MLLE inh = -7
- E coli Lon inh = 3
- CSN inh = -3

Structure: CCOC(=O)c1cc2sccc2n1CC(=O)OC(C)C
- TbMetRS inhib = -0.7
- MsrA inhibitor = 1.6
- FAS-TE inh = 2
- Rin1 Abl inh = 3
- Neddylation inh = i
- bovine MsrA act = -9
- PABP1 MLLE inh = 8
- E coli Lon inh = -1
- CSN inh = 3

The list continues.
canonical_smiles | TbMetRS inhib | MsrA inhibitor | FAS-TE inh | Rin1 Abl inh | Neddylation inh | bovine MsrA act | PABP1 MLLE inh | E coli Lon inh | CSN inh
COc1ccc2[nH]c(=O)c(NC(N)=S)nc2c1 | -0.5 | 1.9 | -6 | -6 | i | -5 | 19 | 2 | 2
COc1ccc(C(=O)NC(=S)Nc2nnn(C)n2)cc1 | -0.2 | -0.4 | -6 | -1 | i | -2 | 36 | 1 | -10
C=CCN(CC=C)Cc1ccc(C(=O)OC)o1 | -1.1 | -0.1 | -6 | -5 | i | -1 | 16 | 4 | 1
N#C/C(=C\c1cn(CCOc2ccccc2)c2ccccc12)C(=O)NCC1CCCO1 (configuration not stated) | -0.3 | 0.6 | 26 | -5 | i | -3 | -8 | 5 | -6
COc1ccccc1C(=O)NCC(=O)Nc1ccccc1 | -1.1 | 1.3 | -2 | 2 | i | 0 | 8 | -13 | 5
O=C(NCc1ccccc1)c1ccco1 | -1.1 | -0.6 | -7 | -1 | i | -1 | -3 | 4 | -5
C[C@H](NC(=O)NCc1cccs1)C(=O)O | -0.2 | -2.1 | -14 | -3 | i | 0 | 3 | -1 | -2
CC(C)CC(=O)N1CCN(S(=O)(=O)c2ccc(Cl)cc2)CC1 | -0.6 | -0.4 | -2 | -3 | i | -2 | 8 | -3 | 0
O=C(N/C(=C/c1ccccc1)C(=O)N1CCCCC1)c1ccccc1 | -0.3 | 3.0 | -5 | 1 | i | -3 | -2 | 1 | -2
Cc1noc(NS(=O)(=O)c2ccc(NC(=O)/C=C/c3ccccc3)cc2)c1C | -0.4 | 2.9 | -2 | 0 | i | -8 | -1 | -1 | 0
COC(=O)C1=CN(Cc2ccccc2)C=C(C(=O)OC)C1c1ccc(O)c(OC)c1 | -0.7 | 1.5 | 1 | 0 | i | -5 | 17 | -2 | 3
O=c1[nH]c(CSc2ncc(C(F)(F)F)cc2Cl)nc2ccccc12 | 53* | 2.1 | 0 | -2 | i | 0 | 8 | -9 | 8
C=CCn1c(=O)c2ccccc2n2c(SCC(=O)NC)nnc12 | -1.9 | -1.4 | -4 | 4 | i | -8 | -9 | -3 | -2
CCCNC(=O)c1cc(C2CCCCN2C(=O)OC)on1 (configuration not stated) | -0.2 | -1.2 | -10 | 0 | i | -7 | 3 | -12 | -1
c1csc(-c2nc(-c3ccncc3)no2)c1 | -0.7 | -0.2 | -7 | 0 | i | -2 | 7 | 2 | 5
CCCCOC(=O)C1=C(C)Nc2ncnn2C1c1ccc(OC)c(OC)c1OC (configuration not stated) | 0.3 | 0.7 | 0 | -3 | i | -3 | 10 | -1 | -1
Cc1cc(C)n(-c2nc(NC(C)C)nc(NC(C)C)n2)n1 | -0.6 | -0.9 | -6 | 0 | i | -1 | -7 | -2 | -6
CC(=O)C1CCC2C3CC=C4CC(SC(=N)N)CCC4(C)C3CCC12C (configuration not stated) | -0.3 | -1.2 | -148 | 4 | i | -3 | -19 | -13 | 1
CC(=O)NCc1ccc(-c2csc(NC(=O)CCc3nc4ccccc4c(=O)[nH]3)n2)s1 | -0.1 | -1.0 | -4 | 1 | i | -3 | 17 | -19 | -1
O=c1cc(NCCCO)c2ccccc2o1 | -0.8 | 0.6 | -4 | -7 | i | -1 | 1 | -7 | 7
O=C(NCC(c1cccnc1)N1CCN(c2ccccc2)CC1)c1ccco1 (configuration not stated) | 0.0 | -1.0 | -6 | -3 | i | -1 | 8 | -3 | 3
